Yp Topo-I inh: Yersinia pestis topoisomerase I inhibitors, primary screen, biochemical, cleavage product accumulation, plate reader, single point; DNA topoisomerase I (Yersinia pestis CO92); Y. pestis Topo-I cleavage product accumulation; activity, % at 10 µM; hit rate 0.064% among 360,000; AID 504884, 2011; in the data active means activity above about 50%, passing the limit was not always enough; further: inactives centre near 2
FBA Mtb inh: Mtb FBA enzyme inhibitors, primary screen, biochemical, fluorescence, strain H37Rv; AID 588726, 2011; hit rate 2.3% among 360,000; purified M. tuberculosis FBA, fluorescence read-out; inhibition, % at 1 µM; Fructose-bisphosphate aldolase (Mycobacterium tuberculosis (strain ATCC 25618 / H37Rv)), …; in the data active means inhibition above about 27%;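 further: 0% = vehicle and 100% = reference inhibitor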
Vc quorum ag: inducers of Vibrio cholerae quorum light production without autoinducers, primary screen, BH1578 luxS cqsA deficient, single point | V. cholerae BH1578 lux reporter, luminescence, 6 h | activation, % at 18.7 µM | hit rate 0.16% among 350,000 | AID 588436, 2011; in the data active means activation mostly above about 9.7%, no sharp cut-off; further: not every result past the cut was called active; inactives centre near 0; reference of the scale not given here
TcdB inh: TcdB glycohydrolase inhibitors, primary screen, biochemical, single point, plate reader | Toxin B (Clostridioides difficile), P18177 | TcdB glycohydrolase enzymatic assay | inhibition, % at 9.99 µM | hit rate 0.24% among 350,000 | AID 652162, 2013; in the data active means inhibition above about 10%
Target sequence (P18177 whole entry, looked up): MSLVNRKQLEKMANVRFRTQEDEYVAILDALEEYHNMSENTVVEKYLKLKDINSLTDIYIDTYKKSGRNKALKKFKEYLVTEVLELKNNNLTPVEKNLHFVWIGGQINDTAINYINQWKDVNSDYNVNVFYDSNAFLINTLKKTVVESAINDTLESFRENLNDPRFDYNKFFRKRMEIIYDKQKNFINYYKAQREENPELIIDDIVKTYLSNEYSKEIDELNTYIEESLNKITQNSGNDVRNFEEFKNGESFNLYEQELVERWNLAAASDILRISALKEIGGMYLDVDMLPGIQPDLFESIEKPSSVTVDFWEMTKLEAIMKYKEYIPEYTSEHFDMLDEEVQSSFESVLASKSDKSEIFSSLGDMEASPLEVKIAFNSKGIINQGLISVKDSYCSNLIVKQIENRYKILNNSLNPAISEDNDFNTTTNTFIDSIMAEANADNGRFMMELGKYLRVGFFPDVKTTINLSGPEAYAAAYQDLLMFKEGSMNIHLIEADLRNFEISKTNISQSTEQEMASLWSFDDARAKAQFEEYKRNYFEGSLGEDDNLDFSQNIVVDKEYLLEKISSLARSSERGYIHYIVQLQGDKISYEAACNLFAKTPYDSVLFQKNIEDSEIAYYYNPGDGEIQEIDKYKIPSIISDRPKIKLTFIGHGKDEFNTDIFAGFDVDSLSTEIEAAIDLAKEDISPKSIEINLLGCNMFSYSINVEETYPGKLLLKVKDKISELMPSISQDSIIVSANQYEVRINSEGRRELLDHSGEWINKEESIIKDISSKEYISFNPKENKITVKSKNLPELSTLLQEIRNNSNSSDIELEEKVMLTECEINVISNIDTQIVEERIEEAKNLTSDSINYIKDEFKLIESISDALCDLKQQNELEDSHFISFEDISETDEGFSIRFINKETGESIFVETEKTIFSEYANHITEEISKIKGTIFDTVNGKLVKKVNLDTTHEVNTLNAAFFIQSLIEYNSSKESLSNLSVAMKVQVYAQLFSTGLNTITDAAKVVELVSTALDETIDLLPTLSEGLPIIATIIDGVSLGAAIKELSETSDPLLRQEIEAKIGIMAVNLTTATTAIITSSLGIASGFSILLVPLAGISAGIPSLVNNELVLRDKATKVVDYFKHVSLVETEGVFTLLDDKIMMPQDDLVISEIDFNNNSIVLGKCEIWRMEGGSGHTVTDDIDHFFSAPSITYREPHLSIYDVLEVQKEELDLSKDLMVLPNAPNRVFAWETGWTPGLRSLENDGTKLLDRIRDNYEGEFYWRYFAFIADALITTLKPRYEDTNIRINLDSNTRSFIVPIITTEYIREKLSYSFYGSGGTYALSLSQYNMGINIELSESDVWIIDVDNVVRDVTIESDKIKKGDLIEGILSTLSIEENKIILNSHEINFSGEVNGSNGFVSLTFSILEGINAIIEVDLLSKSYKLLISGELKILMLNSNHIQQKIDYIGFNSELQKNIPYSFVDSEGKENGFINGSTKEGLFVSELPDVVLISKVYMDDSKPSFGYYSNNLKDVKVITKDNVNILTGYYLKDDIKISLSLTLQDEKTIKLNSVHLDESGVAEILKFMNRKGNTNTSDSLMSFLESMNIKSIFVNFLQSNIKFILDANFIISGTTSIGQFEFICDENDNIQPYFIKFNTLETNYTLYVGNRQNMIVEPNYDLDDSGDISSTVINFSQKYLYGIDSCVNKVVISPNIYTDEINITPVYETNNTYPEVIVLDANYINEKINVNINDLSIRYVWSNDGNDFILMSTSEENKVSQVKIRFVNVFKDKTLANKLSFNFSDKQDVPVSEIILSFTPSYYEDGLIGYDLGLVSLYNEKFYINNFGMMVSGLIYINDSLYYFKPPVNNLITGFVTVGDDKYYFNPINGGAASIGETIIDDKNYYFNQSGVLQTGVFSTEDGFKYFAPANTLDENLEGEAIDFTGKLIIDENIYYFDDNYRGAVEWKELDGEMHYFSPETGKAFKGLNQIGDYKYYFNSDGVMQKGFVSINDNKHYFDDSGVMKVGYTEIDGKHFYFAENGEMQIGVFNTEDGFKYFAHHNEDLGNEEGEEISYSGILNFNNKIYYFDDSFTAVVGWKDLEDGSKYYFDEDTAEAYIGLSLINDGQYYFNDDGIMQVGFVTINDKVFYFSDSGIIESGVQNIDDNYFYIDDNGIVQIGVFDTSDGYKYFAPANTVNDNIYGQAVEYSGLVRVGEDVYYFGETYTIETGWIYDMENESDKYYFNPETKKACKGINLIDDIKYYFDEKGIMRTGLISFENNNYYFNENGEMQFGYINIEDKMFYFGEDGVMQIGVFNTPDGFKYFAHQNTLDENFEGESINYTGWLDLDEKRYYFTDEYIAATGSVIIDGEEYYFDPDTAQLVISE
Mtb BioA inh: M. tuberculosis BioA enzyme inhibitors, primary screen, biochemical, plate reader, single point, HTS | hit rate 0.096% among 360,000 | purified M. tuberculosis BioA enzyme | inhibition, % at 9.99 µM; in the data active means inhibition above about 40%
PfHsp40 rescue: rescue of yeast from PfHsp40 toxicity, primary screen, S. cerevisiae, ATP luminescence | S. cerevisiae expressing PfHsp40, growth rescue | growth rescue, % at 12.5 µM | hit rate 0.68% among 340,000 | AID 504582, 2011; in the data active means growth rescue above about 28%, passing the limit was not always enough;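 further: yeast W303a lacking pdr1 and pdr3 grown in galactose medium; growth measured after three days at 30 °C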
GDH-TPI inh: GDH-TPI coupling enzyme inhibitors, primary screen, artefact control for M. tuberculosis FBA inhibitor project, biochemical, absorbance, full deck; GDH-TPI coupled enzyme counterscreen, NADH absorbance; inhibition, % at 4.8 µM; hit rate 1.2% among 360,000; in the data active means inhibition above about 30%;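 further: 0% = DMSO wells and 100% = wells lacking the enzyme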
UGM FP inh: M. tuberculosis UGM enzyme inhibitors, primary screen, biochemical, fluorescence polarization, single point. AID 504406, 2011. UDP-galactopyranose mutase (Mycobacterium tuberculosis (strain ATCC 25618 / H37Rv)), …. hit rate 0.06% among 320,000. inhibition, % at 10 µM. purified UGM, fluorescence polarization probe displacement; in the data active means inhibition above about 10%, passing the limit was not always enough
FadD28 FP inh: inhibitors of FadD28 bisubstrate probe binding, primary screen, biochemical, fluorescence polarization, single point; Mycobacterium tuberculosis FadD28 fatty-acid-AMP ligase; inhibition, % at 12.5 µM; hit rate 0.22% among 360,000; in the data active means inhibition above about 8.5%, passing the limit was not always enough
* marks the source's active call; other numbers are inactive results; i = inactive; . = not tested or not shown.

The first 2 compounds (preview)
SMILES | Yp Topo-I inh | FBA Mtb inh | Vc quorum ag | TcdB inh | Mtb BioA inh | PfHsp40 rescue | GDH-TPI inh | UGM FP inh | FadD28 FP inh
COC(=O)c1cc(C)nc(Nc2nc(C(N)Cc3ccc(Cl)cc3)cs2)n1 (stereo unspecified) | 31 | 0 | -4.0 | 0.3 | -0.4 | . | 14 | . | -3.9
CN1CCN(c2ccc(S(=O)(=O)N3CCOCC3)cc2)CC1 | 4 | 2 | -0.3 | 0.9 | 0.4 | -1.2 | 4 | -2.5 | -0.1

This part in full (from the top)
SMILES | Yp Topo-I inh | FBA Mtb inh | Vc quorum ag | TcdB inh | Mtb BioA inh | PfHsp40 rescue | GDH-TPI inh | UGM FP inh | FadD28 FP inh
COC(=O)c1cc(C)nc(Nc2nc(C(N)Cc3ccc(Cl)cc3)cs2)n1 (stereo unspecified) | 31 | 0 | -4.0 | 0.3 | -0.4 | . | 14 | . | -3.9
CN1CCN(c2ccc(S(=O)(=O)N3CCOCC3)cc2)CC1 | 4 | 2 | -0.3 | 0.9 | 0.4 | -1.2 | 4 | -2.5 | -0.1
COCc1nnc(NC(=O)c2cccc(NC(=O)c3ccccc3)c2)s1 | 0 | -1 | -0.2 | 0.3 | -3.4 | 0.2 | 2 | 5.1 | 0.4
NS(=O)(=O)c1ccc(Nc2nc(-c3ccc(O)cc3O)cs2)cc1 | -39 | -2 | -5.4 | . | . | -0.6 | 5 | 2.6 | 40*
CCOC(=O)N1CCN(C(=O)CN(c2cc(Cl)ccc2OC)S(=O)(=O)c2ccccc2)CC1 | -3 | -1 | 0.0 | . | . | -1.6 | -5 | -1.1 | -1.4
CSCCC(NC(=O)c1ccc(Cl)cc1Cl)C(=O)N(C)Cc1nc2ccccc2c(=O)[nH]1 (stereo unspecified) | 22 | 0 | -0.7 | 0.3 | . | 0.9 | -5 | . | -4.9
Cc1onc(-c2ccccc2)c1C(N)=O | 3 | -1 | . | . | 1.3 | -1.2 | 4 | -2.1 | 0.8
C[C@]12CCC3C(CC[C@H]4C[C@@H](O)CC[C@]34C)[C@H]1CC[C@H]2O (stereo partly specified) | 2 | -2 | i | 0.5 | -0.2 | 5.6 | 3 | -0.7 | -3.0
CCNC(=S)N(CCc1c(C)[nH]c2ccccc12)Cc1cc(OC)c(OC)c(OC)c1 | 20 | 0 | -0.2 | 1.7 | 2.9 | 0.0 | -11 | 2.4 | 0.6
Cc1cc(-c2n[nH]c(=S)n2/N=C/c2c[nH]c3ccccc23)n[nH]1 | 3 | -2 | -0.4 | 5.7 | . | 0.2 | 12 | -2.4 | -3.8
CS(=O)(=O)c1ccc(Cl)c(NC(=O)CSc2nc3ccccc3c(=O)n2Cc2ccco2)c1 | 10 | 4 | -0.6 | 2.6 | . | -1.6 | 6 | 1.2 | -1.6
CC(C)(C)N(Cc1ccccc1)C(=O)CN1C(=O)c2ccccc2C1=O | 6 | -1 | i | 0.1 | -1.8 | -1.9 | -5 | -2.4 | .
CC(=O)/C(=N\Nc1ccc(C)cc1)N1CCOCC1 | -2 | -1 | 0.9 | . | -0.5 | 0.6 | 31* | 0.1 | -0.9
CCN1C(=O)C(CC(=O)Nc2ccccc2)S/C1=N\c1ccccn1 (stereo unspecified) | 3 | 2 | -0.3 | 1.1 | . | 1.6 | -3 | 0.3 | -1.2
COc1ccc(Cl)cc1S(=O)(=O)NCCCn1ccnc1 | 8 | 1 | i | 1.7 | 0.4 | -0.2 | -1 | -1.3 | -3.2
Cc1cc(Cl)ccc1NC(=O)COC(=O)c1cc([N+](=O)[O-])ccc1N1CCOCC1 | -13 | -3 | i | 5.8 | 1.2 | 2.0 | 3 | 3.3 | -3.4
COc1ccc(NC(=O)C(=O)Nc2cccc3cccnc23)c(OC)c1 | -2 | -1 | -0.4 | -0.4 | -1.3 | 0.6 | 12 | -0.9 | -0.8
COc1ccc(NC(=O)CN2CCN(CC(=O)Nc3cc(OC)cc(OC)c3)CC2)cc1 | 12 | 2 | -0.4 | . | -0.1 | 0.8 | -8 | . | -6.4
COc1ccccc1-n1nnnc1SCC(=O)N1CCCC1=O | 1 | 1 | -0.1 | 1.5 | 0.2 | -0.2 | 7 | -0.8 | 0.8
Cc1cn([C@H]2C[C@H](O)[C@@H](CNS(=O)(=O)N3CCCC3)O2)c(=O)[nH]c1=O | 4 | -2 | -0.4 | 0.0 | -3.5 | . | -10 | . | -3.2
CCOc1ccccc1NC(=O)c1cc(-c2ccccn2)nc2ccccc12 | 7 | 0 | i | -0.1 | 2.7 | 1.8 | 8 | 3.9 | .
COc1ccc(NC(=O)C(CCS(C)(=O)=O)N2C(=O)c3ccccc3C2=O)cc1 (stereo unspecified) | 4 | 2 | i | -1.1 | 0.3 | 0.6 | 13 | 2.6 | -0.4
CCN(CC)C(=O)CSc1nc2cc3c(cc2c(=O)n1Cc1ccco1)OCO3 | 0 | 0 | i | 0.4 | 0.9 | 0.3 | 3 | -1.7 | 0.0
Oc1cccc2ccc(/C=C/c3cccs3)nc12 | 6 | -2 | -0.4 | . | -1.5 | 0.3 | 31* | 2.6 | -1.8
COc1cc(NC(=O)c2cc(Cl)nnc2Cl)cc(OC)c1OC | 2 | 4 | -0.6 | 0.8 | 8.7 | -0.4 | -2 | 3.5 | 0.7
CC(=O)Nc1ccc(OC(=O)c2cc3ccccc3oc2=O)cc1 | -2 | 4 | i | . | . | -0.2 | -2 | -0.2 | 0.1
O=c1nccc(N/N=C/c2cccc(O)c2)[nH]1 | -3 | -1 | i | 0.3 | 0.4 | 0.4 | 18 | -0.6 | -1.6
COCCN(C(=O)CSc1nnc(C)n1-c1ccc(C)cc1)c1c(N)n(Cc2ccccc2)c(=O)[nH]c1=O | 9 | 0 | -2.4 | 0.9 | . | -1.1 | 2 | -0.7 | -0.3
O=C(CN1CCN(CC(=O)Nc2ccc(F)cc2)CC1)NCC1(N2CCOCC2)CCCCC1 | 18 | -2 | 2.5 | 0.9 | . | -0.9 | -6 | 4.9 | -1.3
CCN(CC)C(=O)Oc1ccc2ccccc2c1Cl | -4 | 0 | -0.6 | -0.9 | -3.2 | 1.8 | 5 | 2.2 | -2.9
CC(=O)Nc1ccc2c(c1)nc(CCN1CCN(c3ccccn3)CC1)n2C | 3 | -2 | 1.6 | -2.5 | -0.4 | 0.2 | 5 | 2.7 | -2.4
Cn1c(=O)c(=O)n(C)c2cc(S(=O)(=O)N3CCN(c4ccc(F)cc4)CC3)ccc21 | -4 | 0 | -0.4 | . | -0.7 | 0.1 | -3 | 1.5 | -3.2
CCN(CC(=O)Nc1cccc(OC)c1)C(=O)c1ccco1 | 4 | 0 | -0.6 | 0.6 | 0.1 | -1.6 | -6 | 2.0 | -2.7
CNS(=O)(=O)c1cccc(C(=O)OCC(=O)Nc2ccccc2OC(F)F)c1 | -8 | -1 | i | . | 1.1 | 0.4 | -5 | -0.2 | -1.9
COc1ccccc1-c1n[nH]c(=S)n1N | 3 | 1 | -0.3 | 0.3 | -2.2 | -2.1 | -1 | -2.6 | -0.3
CCN=C(NCC)SC1CC(=O)N(c2ccccc2)C1=O (stereo unspecified) | 15 | -3 | -11 | . | . | -1.8 | 13 | -0.6 | -1.0
C/C(=N\NC(=O)c1nnn(-c2nonc2N)c1-c1ccc2c(c1)OCO2)c1ccccc1 | -3 | 0 | -0.2 | 2.1 | -0.8 | -0.6 | 2 | 1.5 | -2.4
C=CCSc1nnc(NC(=O)CSc2nc3ccccc3o2)s1 | -4 | -1 | -0.1 | . | -0.3 | -1.5 | 14 | 0.5 | 0.5
Cc1ccc(Nc2nc(N)nc(CN3CCN(Cc4ccc5c(c4)OCO5)CC3)n2)cc1C | 5 | -1 | -0.7 | 1.1 | . | -1.3 | 1 | . | -0.2
CCC(CO)Oc1cc(NCc2cc(C)cc(C)c2)c2ncn(C(C)C)c2c1 (stereo unspecified) | -7 | 5 | i | -0.5 | -2.8 | 1.1 | 3 | -2.5 | 2.7
COc1ccc(N=C2SC(CC(=O)Nc3ccccc3OC)C(=O)N2Cc2ccco2)cc1 (stereo unspecified) | 11 | -1 | -0.3 | . | . | 0.7 | 8 | 0.8 | -0.1
Cc1cc(NC(=O)CSc2nc3ccc(Cl)cc3[nH]2)no1 | -3 | 0 | i | . | 3.8 | 0.6 | 5 | 0.5 | -0.1
COc1cc(/C=N/NC(N)=O)cc(Br)c1OCc1ccccc1C | 11 | 0 | i | . | -0.6 | -2.1 | -1 | -2.1 | -3.8
CC(C)(CO)NCC(O)COc1ccc2c(c1)CCC2 (stereo unspecified) | 4 | 0 | i | . | 1.3 | 0.3 | 3 | 1.6 | -0.4
CCOC(=O)c1[nH]ncc1CN1CCCC(C(=O)c2cc(Cl)ccc2OC)C1 (stereo unspecified) | 3 | 3 | i | . | . | 0.6 | 3 | 0.3 | -4.9
C[C@@]12CCC3[C@@](CCC4[C@@]3(C)CCC[C@@]4(C)C(=O)Nc3ccc(Cl)cc3)(CC1=O)C2 (stereo partly specified) | 6 | -2 | i | 4.0 | -0.4 | 2.9 | 0 | -1.0 | -3.6
O=C(OCC(=O)N1CCN(c2ccccc2)CC1)c1cc(Br)ccc1Cl | 48 | 5 | -2.0 | -1.1 | -0.2 | 4.3 | 8 | 1.0 | 0.3
COc1ccc(C(=O)C2CCCN(C(=O)c3cnsn3)C2)c(C)c1 (stereo unspecified) | 2 | 3 | -0.2 | 0.9 | . | -0.9 | 4 | . | -2.5
Cc1cc(C)cc(OCc2nnc(N)s2)c1 | 8 | 1 | i | 1.3 | . | -0.6 | 12 | -1.4 | -0.9
Cc1ccc2[nH]c(=O)c(NC(N)=S)nc2c1 | 1 | -3 | i | . | 2.5 | -0.2 | 12 | 2.0 | -1.5
COc1cccc(/C=C/C(=O)NNC(=O)c2ccncc2)c1 | -9 | 0 | -1.8 | 0.8 | . | 0.7 | 22 | -0.5 | -1.8
COC(=O)C1=C(c2ccc(F)cc2OCc2ccccc2)C[C@@H]2CC[C@H]1N2C(=O)NCc1ccc(C)cc1 | 31 | 4 | -0.6 | 1.1 | -0.5 | 1.7 | 5 | -2.3 | -3.0
COc1ccc(S(=O)(=O)N(C)C)cc1NC(=O)CCNC(=O)c1ccccc1OC | -5 | -1 | -1.4 | -0.2 | -0.9 | -1.0 | -7 | 2.0 | -3.1
CCCS(=O)(=O)c1c(S(=O)(=O)CCC)c2cc(CC)ccn2c1C(=O)OC | 21 | 9 | -0.6 | . | 0.7 | 3.7 | 7 | 0.5 | -2.2
FC(F)(F)C(F)(F)C(F)(F)c1nc2nc(Cl)c(Cl)nc2[nH]1 | 5 | 14 | i | 2.7 | -2.6 | . | 34* | . | -1.2
CCOC(CCNC(=O)c1cc2c(=O)[nH]c3ccccc3c2s1)OCC | 10 | 17 | i | 0.2 | . | 0.5 | 12 | 0.9 | -4.7
CCCc1nc(SCC(=O)Nc2ccccc2)c2c(=O)n(C)c(=O)n(C)c2n1 | -11 | -2 | -1.5 | 1.8 | -1.7 | 0.1 | -13 | -3.0 | -2.2

Fetched one by one from above, 3 records:
SMILES | Yp Topo-I inh | FBA Mtb inh | Vc quorum ag | TcdB inh | Mtb BioA inh | PfHsp40 rescue | GDH-TPI inh | UGM FP inh | FadD28 FP inh
CCCS(=O)(=O)c1c(S(=O)(=O)CCC)c2cc(CC)ccn2c1C(=O)OC | 21 | 9 | -0.6 | . | 0.7 | 3.7 | 7 | 0.5 | -2.2
Cn1c(=O)c(=O)n(C)c2cc(S(=O)(=O)N3CCN(c4ccc(F)cc4)CC3)ccc21 | -4 | 0 | -0.4 | . | -0.7 | 0.1 | -3 | 1.5 | -3.2
CCN1C(=O)C(CC(=O)Nc2ccccc2)S/C1=N\c1ccccn1 (stereo unspecified) | 3 | 2 | -0.3 | 1.1 | . | 1.6 | -3 | 0.3 | -1.2

High-throughput results from PubChem.
